# Mcl1 Noxa PPI: disrupts binding of human Mcl-1 to Noxa peptide; Q07820; TR-FRET Mcl-1/Noxa peptide binding, 2 h; inhibition, % at 21.7 µM; 220,000 tested, 1.5% active;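 active means compounds that cut the protein-peptide binding signal by more than 50% relative to plate controls in a single-dose test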;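 further: His-tagged Mcl-1 with rhodamine Noxa BH3 peptide and terbium anti-His antibody; 0% = Mcl-1 plus Noxa peptide wells and 100% = peptide-only wells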
# Target sequence (Q07820 whole entry, looked up): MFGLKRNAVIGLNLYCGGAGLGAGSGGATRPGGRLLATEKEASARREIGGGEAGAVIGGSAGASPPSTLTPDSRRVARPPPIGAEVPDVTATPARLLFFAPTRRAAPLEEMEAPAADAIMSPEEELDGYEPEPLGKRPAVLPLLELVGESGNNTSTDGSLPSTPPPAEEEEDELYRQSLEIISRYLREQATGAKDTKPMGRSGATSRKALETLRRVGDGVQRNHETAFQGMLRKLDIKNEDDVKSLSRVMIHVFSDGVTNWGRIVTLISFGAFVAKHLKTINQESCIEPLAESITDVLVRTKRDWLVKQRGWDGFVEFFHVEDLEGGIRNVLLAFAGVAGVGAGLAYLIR
# ABCB1 block: human ABCB1 inhibition, ABCG2 as counter-screen; P08183; CCRF-Adr cells, JC-1 efflux, flow cytometry; inhibition, % at 6.6 µM; 190,000 tested, 0.067% active; in the data active means inhibition above about 40%;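 further: 0% = vehicle and 100% = reference inhibitor; higher value means more JC-1 retained so stronger ABCB1 efflux block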
# Rab7 wt modul: dog Rab7 wildtype GTP binding, inhibitors and activators; GST-Rab7 beads, fluorescent GTP binding, flow cytometry; actives lie on both sides; untreated = 100%, excess cold GTP = 0%; GTP binding activity (percent of control), % at 10 µM; 190,000 tested, 0.055% active; AID 758;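 active means fluorescent GTP binding to Rab7 beads changed by at least 20 points from the 100% baseline, either direction, mostly lower; inconclusive means compound itself probably fluorescent, or too few beads counted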;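 further: median green fluorescence of bound Bodipy-FL-GTP per Rab7 bead population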
# Cdc42 wt: modulators (inhibitors or activators) of GTP binding to human Cdc42 wildtype. P60953. GST-Cdc42 beads, Bodipy-GTP binding, flow cytometry; actives lie on both sides. percent activity (GTP binding), % at 10 µM. 190,000 tested, 0.2% active. AID 761;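 active means percent activity GTP binding at least 20 points away from the 100% baseline, either down as inhibitor or up as activator; inconclusive means compound flagged as likely green fluorescent from well-wide comparison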;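 further: median bead fluorescence of bound Bodipy-FL-GTP at 100 nM; 0% = excess unlabeled GTP control and 100% = no compound control; below 100% means less GTP binding so inhibitor and above means activator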
# Target sequence (P60953 whole entry, looked up): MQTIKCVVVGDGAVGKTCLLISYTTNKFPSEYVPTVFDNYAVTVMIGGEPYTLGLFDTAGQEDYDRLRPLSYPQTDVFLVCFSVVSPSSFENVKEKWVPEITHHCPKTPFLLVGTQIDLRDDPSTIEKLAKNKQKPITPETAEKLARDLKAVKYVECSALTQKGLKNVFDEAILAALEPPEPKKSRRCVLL
# Pf gamet viab: inhibitors of late stage P. falciparum gametocyte viability; AID 743093; inhibition, % at 10.9 µM; P. falciparum stage V gametocytes, ATP luminescence, 24 h; 150,000 tested, 0.065% active;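 active means inhibition above the mean plus 3 SD of compounds within the control limits, set per campaign, cut at about 38% in these data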;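 further: 0% = DMSO wells and 100% = medium only without gametocytes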
# ABCG2 inh: inhibitors of human ABCG2 transporter, ABCB1 counter-screen; IgMXP3 cells, JC-1 efflux, flow cytometry; inhibition, % at 6.6 µM; 190,000 tested, 0.1% active; AID 1325;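 active means inhibition above 80%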;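 further: 0% = DMSO and 100% = nicardipine control wells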
#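 material = IgMXP3 (ABCG2) plus far-red-tagged CCRF-Adr (ABCB1) cells | amount = 3 million cells/mL, equal mix of both lines | also added = JC-1 transporter substrate | dosing = one concentration, 6.6 µM final | schedule = 10 min at 25 °C | measured by = flow cytometric JC-1 green MFI at 530 nm | read-out basis = percent efflux inhibition, scaled nicardipine 100% to DMSO 0%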
# Rac1 mut GTP: alters GTP binding to activated mutant human Rac1; P63000; percent activity (GTP binding), % at 10 µM; 190,000 tested, 0.11% active; AID 764; GST-Rac1 activated beads, fluorescent GTP binding, flow cytometry; actives lie on both sides; 100% means binding = to untreated wells;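 active means GTP binding at least 20 percentage points away from the 100% baseline, in either direction, so actives lie on both sides; inconclusive means Compound likely fluorescent itself, or too few beads counted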
# HRas wt GTP: modulators of GTP binding to human HRas wildtype; AID 759; 190,000 tested, 0.14% active; GTP binding activity, % at 10 µM; GST-Ras wt beads, Bodipy-FL-GTP binding, flow cytometry; actives lie on both sides;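 active means GTP binding activity at least 20% away from the 100% baseline, either lowered as inhibitor or raised as activator; inconclusive means flagged as likely green fluorescent, judged across all proteins in the well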;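 further: 0% = unlabeled GTP competition control and 100% = no-compound control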
# Target sequence (P01112 whole entry, looked up): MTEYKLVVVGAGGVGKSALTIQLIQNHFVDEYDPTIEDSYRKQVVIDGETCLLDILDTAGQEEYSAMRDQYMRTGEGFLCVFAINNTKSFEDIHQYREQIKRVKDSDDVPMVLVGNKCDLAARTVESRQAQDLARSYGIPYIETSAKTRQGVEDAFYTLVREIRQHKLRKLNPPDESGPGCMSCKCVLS
# Rab2 wt GTP: changes GTP binding to wildtype dog Rab2A, up or down. P61105. GST-Rab2 wt beads, Bodipy-GTP binding, flow cytometry. GTP binding activity, % at 10 µM. 190,000 tested, 0.19% active;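 active means GTP binding activity at least 20 points away from 100%, either lowered or raised; inconclusive means signal likely due to the compound's own green fluorescence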;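 further: 0% = beads with excess unlabeled GTP and 100% = no-compound control corrected for plate trend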
# Rac1 wt modul: human Rac1 wildtype GTP binding, inhibitors and activators; 190,000 tested, 0.27% active; GTP binding activity (% of control), % at 10 µM; GST-Rac1 beads, fluorescent GTP binding, flow cytometry; actives lie on both sides; 0 = cold GTP competed, 100 = untreated; AID 757; P63000;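 active means GTP binding activity at least 20 points away from the 100% control level, either lower or higher; inconclusive means compound flagged as likely green fluorescent, judged across all proteins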
# Avidin bead fluor: compound fluoresces at 488/530 nm on avidin beads; compound fluorescence 488/530 nm, flow cytometry; hits give high values; fluorescence (KMESF) at 10 µM; 220,000 tested, 0.38% active; in the data active means fluorescence above about 47; further: inactives centre near 10
# * = called active by the depositor; u = inconclusive; x = not tested or not shown. This is a random part of the collection, and some 2.3% of all compounds hit somewhere here.
SMILES,Mcl1 Noxa PPI,ABCB1 block,Rab7 wt modul,Cdc42 wt,Pf gamet viab,ABCG2 inh,Rac1 mut GTP,HRas wt GTP,Rab2 wt GTP,Rac1 wt modul,Avidin bead fluor
CCOC(=O)c1cccc(NC(=O)c2cc3sccc3n2C)c1,25,1.0,97,96,13,2,96,99,97,99,9
O=C(NCC1CCCO1)c1onc(CSc2ccc(F)cc2)c1C(=O)O (centres undefined),29,0.5,95,95,-45,2,91,95,92,93,15
CSc1ccccc1C(=O)Nc1ncc(C)s1,14,0.5,97,98,x,2,96,98,97,100,12
CCC(=O)c1ccc(OCc2ccc(C(=O)OC)o2)c(OC)c1,-11,0.4,99,101,x,1,99,101,101,102,35
CCOc1ccc(C2=Nn3cnnc3SC2)cc1,23,0.1,103,104,-20,2,99,102,99,104,5
COCCN(CCOC)S(=O)(=O)c1ccc(C(=O)Nc2ccc([N+](=O)[O-])cc2OC)cc1,14,0.9,97,94,-12,16,92,92,92,97,11
C=CCc1ccc(OCC(O)COCC)c(OC)c1 (centres undefined),3,0.9,101,101,x,4,99,101,102,103,8
CCn1c(SCC(=O)N(C)C2CCS(=O)(=O)C2)nnc1-c1cccs1 (centres undefined),-5,0.8,106,96,-8,9,98,99,98,96,8
CCN1CCN(C(=S)Nc2ccccc2Cl)CC1,-9,-0.1,106,108,x,1,103,105,105,109,8
O=C(CN(C(=O)CNC(=O)c1ccco1)c1ccc(Cl)c(Cl)c1)NC1CCCCC1,-5,0.7,98,101,x,1,99,101,99,102,11
Cn1nccc1C(=O)NC(=S)Nc1sc2c(c1C#N)CCCCC2,8,-0.8,105,100,x,0,96,102,99,103,12
CCOC(=O)c1sc(NC(=O)c2ccccc2OCC)nc1C,16,2.4,102,95,x,21,96,99,99,102,8
Cn1c(NCCCO)nc2c(c1=O)C1(CCCCC1)Cc1ccccc1-2,12,0.5,103,103,-18,2,100,102,101,103,7
Cc1ccc(SCCNC(=O)/C=C/c2ccc([N+](=O)[O-])cc2)cc1,0,x,88,88,11,x,86,88,83,88,17
CC(C)Cc1cc(C(=O)Nc2ccc(F)cc2F)no1,13,0.4,102,106,x,2,101,101,100,108,5
Cc1ccc(/C=N/NC(=O)CCn2nc(C)cc2C)c(C)c1,-11,2.6,95,95,x,52,97,97,96,99,8
Cn1c(SCc2c(Cl)cccc2Cl)nc(C(F)(F)F)cc1=O,12,-0.1,98,93,-17,1,92,95,94,97,28
CCCCOC(=O)CCc1nc2ccccc2[nH]c1=O,11,-0.9,105,105,10,4,100,105,103,109,12
CCOC(=O)c1[nH]c2ccc(OC)cc2c1NC(=O)CCN1CCCC(C)C1 (centres undefined),10,0.4,99,107,9,1,101,105,106,103,18
Clc1ccc(C2=NNC(=NCC3CCCO3)SC2)cc1 (centres undefined),17,0.2,100,98,4,6,100,98,99,98,12
O=C(CSc1nc(-c2ccccc2Cl)ns1)c1ccc(Cl)cc1,4,-0.8,97,95,-5,-4,96,95,97,96,13
N=c1c2c(-c3ccccc3)c(-c3ccccc3)oc2ncn1Cc1ccco1,x,4.5,92,95,-5,7,94,96,95,91,9
CCOc1ccccc1OCCCC(=O)N1CCN(S(=O)(=O)c2cccc(F)c2)CC1,10,0.8,103,108,x,1,102,105,104,114,8
N#Cc1c(N2CCN(C(=O)c3ccccc3)CC2)nc(-c2ccccc2)c2c1CCCC2,-17,2.1,98,99,-2,8,99,99,99,99,9
Cc1ccccc1OCc1nnc(SCCN2CCCC2)n1-c1ccccc1,18,0.7,91,96,x,2,99,97,91,101,10
Clc1ccc(CSc2nnc(-c3cccnc3)n2Cc2ccco2)c(Cl)c1,18,1.0,100,102,x,1,101,101,102,100,10
CC(C)NS(=O)(=O)c1ccc(OCC(=O)N(C)Cc2ccccc2)cc1,-5,-0.1,100,103,22,2,95,103,99,103,8
O=C(NC(=S)Nc1ccc(Cl)cn1)c1cccs1,0,-0.3,100,96,x,3,96,96,96,97,13
C=C(CC1([C@@H](NP(=O)(c2ccccc2)c2ccccc2)[C@H]2C[C@@H]2CCCC)CC1)c1ccccc1,14,1.0,97,98,4,-2,100,103,99,107,10
C=CCNC(=S)Nc1ccc(Cl)c(S(=O)(=O)N2CCOCC2)c1,1,0.6,91,96,-13,2,97,96,95,98,10
O=C1c2ccccc2C(=O)c2c1oc(C(F)(F)F)c2C(=O)c1ccccc1,-18,0.6,100,107,24,1,100,104,104,104,7
O=C(NCC(=O)N(c1cccc(F)c1)C(C(=O)NCC1CCCO1)c1ccccc1)c1ccco1 (centres undefined),-7,0.1,101,102,x,1,99,100,101,103,30
O=C(CSCc1ccc([N+](=O)[O-])cc1)N/N=C/c1ccncc1,-4,1.3,104,100,-12,15,95,98,101,100,9
CCOc1cc(CNC)ccc1OCC(=O)NC(C)(C)C,15,0.8,103,98,-31,8,99,98,98,102,11
Cc1csc(SCc2ccccc2C(=O)O)n1,17,-0.1,101,104,x,0,101,103,102,104,8
COc1ccc(C2=CC(=O)CC(c3ccccc3)C2)cc1 (centres undefined),11,1.5,89,95,x,9,97,95,96,93,11
Cc1ccc(-c2nnn(CC(=O)N(Cc3ccccc3)C(C(=O)NC(C)(C)C)c3ccncc3)n2)o1 (centres undefined),-11,-0.7,96,105,x,-1,98,102,104,100,9
Cc1csc(NC(=O)c2ccc(OCC3CCCO3)cc2)n1 (centres undefined),6,0.4,109,98,x,9,95,102,104,99,6
Cc1ccc(C(=O)O/N=C/c2c(N3CCOCC3)n(C)c3ccccc23)cc1,23,0.7,99,97,-17,8,97,98,98,99,22
Cn1c(Cn2c(=O)sc3ccccc32)nnc1SCC(=O)N1CCCCCC1,-8,-0.1,104,105,x,-1,100,102,102,107,27

# Molecules from the list above that have a tert-butyl group, in the order listed:
SMILES,Mcl1 Noxa PPI,ABCB1 block,Rab7 wt modul,Cdc42 wt,Pf gamet viab,ABCG2 inh,Rac1 mut GTP,HRas wt GTP,Rab2 wt GTP,Rac1 wt modul,Avidin bead fluor
CCOc1cc(CNC)ccc1OCC(=O)NC(C)(C)C,15,0.8,103,98,-31,8,99,98,98,102,11
Cc1ccc(-c2nnn(CC(=O)N(Cc3ccccc3)C(C(=O)NC(C)(C)C)c3ccncc3)n2)o1 (centres undefined),-11,-0.7,96,105,x,-1,98,102,104,100,9

# Carrying on.
SMILES,Mcl1 Noxa PPI,ABCB1 block,Rab7 wt modul,Cdc42 wt,Pf gamet viab,ABCG2 inh,Rac1 mut GTP,HRas wt GTP,Rab2 wt GTP,Rac1 wt modul,Avidin bead fluor
COC(=O)c1cc(NC(=O)c2cccc(Cl)c2)c(=O)oc1/C=C/Nc1cc(C)cc(C)c1,19,138*,u,u,x,135*,u,u,u,u,16
O=C(N/N=C/c1ccc(Br)s1)c1ccncc1,7,0.3,103,97,-1,4,95,101,99,96,28
CS(=O)(=O)C1=NSC2=NC(=O)/C(=C\c3ccc(-c4ccccc4)o3)C(=N)N21,14,-0.8,99,102,x,-6,101,99,98,97,13
Cc1ccc2c(c1)NC(=O)c1cccnc1N2,77*,-0.1,98,97,x,0,96,100,98,97,19
O=C(c1cccc(Cl)c1)N1CCN(c2ncnc3c2cnn3-c2ccccc2)CC1,21,1.0,102,95,-11,4,98,99,97,101,10
CC(Oc1ccc2ccc(=O)oc2c1)C(=O)c1ccccc1 (centres undefined),-4,0.7,98,99,3,3,101,100,99,102,13
Cc1cc(C)nc(Sc2ccc(C=O)cc2[N+](=O)[O-])n1,-5,2.9,108,100,-7,25,95,102,103,101,10
Cc1ccc([N+](=O)[O-])c(OCCCN2C(=O)NC(C)(C)C2=O)c1,6,0.2,101,97,10,5,94,98,97,100,10
CC(C)CCNC(=O)NC(=O)Cn1cc(C(F)(F)F)ccc1=O,23,0.4,99,103,x,0,101,101,100,103,9
CCN(CC)CCNC(C(=O)Nc1cccc(C(C)=O)c1)c1ccccc1 (centres undefined),30,0.1,93,95,0,2,94,93,97,95,9
C[C@H](NC(=O)Cn1cncn1)c1ccccc1,0,0.1,98,100,x,0,98,100,97,99,5
Cc1ccc(CSc2nnc(Cn3c(=O)sc4ccccc43)n2C)cc1,-3,0.7,101,102,x,4,99,101,99,105,26
CCN(CC)c1ccc(NC(=O)COc2ccccc2C#N)cc1S(=O)(=O)Nc1ccc(OC)cc1,-11,0.9,101,98,25,0,99,101,100,102,6
CN(C(=O)c1cccnc1)c1nc(-c2ccccc2)cs1,-24,0.5,96,99,30,2,97,98,97,97,16
COCCNc1nc2c(c(=O)n(C)c(=O)n2C)n1Cc1cccc(C)c1,1,1.5,103,101,9,28,100,102,104,101,11
CCOC(=O)c1c(C)nc2sc3c(c2c1-c1ccc(OC)cc1)NC(c1ccc(OC)cc1)NC3=O (centres undefined),-77,2.4,96,96,x,7,97,96,95,98,15

# Grouped by structure, the entries above with an aryl methoxy group
SMILES,Mcl1 Noxa PPI,ABCB1 block,Rab7 wt modul,Cdc42 wt,Pf gamet viab,ABCG2 inh,Rac1 mut GTP,HRas wt GTP,Rab2 wt GTP,Rac1 wt modul,Avidin bead fluor
CCC(=O)c1ccc(OCc2ccc(C(=O)OC)o2)c(OC)c1,-11,0.4,99,101,x,1,99,101,101,102,35
COCCN(CCOC)S(=O)(=O)c1ccc(C(=O)Nc2ccc([N+](=O)[O-])cc2OC)cc1,14,0.9,97,94,-12,16,92,92,92,97,11
C=CCc1ccc(OCC(O)COCC)c(OC)c1 (centres undefined),3,0.9,101,101,x,4,99,101,102,103,8
CCOC(=O)c1[nH]c2ccc(OC)cc2c1NC(=O)CCN1CCCC(C)C1 (centres undefined),10,0.4,99,107,9,1,101,105,106,103,18
COc1ccc(C2=CC(=O)CC(c3ccccc3)C2)cc1 (centres undefined),11,1.5,89,95,x,9,97,95,96,93,11
CCN(CC)c1ccc(NC(=O)COc2ccccc2C#N)cc1S(=O)(=O)Nc1ccc(OC)cc1,-11,0.9,101,98,25,0,99,101,100,102,6
CCOC(=O)c1c(C)nc2sc3c(c2c1-c1ccc(OC)cc1)NC(c1ccc(OC)cc1)NC3=O (centres undefined),-77,2.4,96,96,x,7,97,96,95,98,15

# Bioassay records deposited in PubChem by several laboratories.
